M5 PAM: CHRM5 positive allosteric modulation | CHO-K1 hM5, Fluo-8 calcium, ACh EC20 PAM; 0% = ACh EC20, 100% = ACh EC100 | AID 624038 | P08912 | 360,000 compounds, 0.3% hits | activation, % at 3 µM;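 active = activation above the run cutoff, the mean activation of all test compounds plus 3 SD, cut at about 18% in these data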
Target sequence (P08912 whole entry, looked up): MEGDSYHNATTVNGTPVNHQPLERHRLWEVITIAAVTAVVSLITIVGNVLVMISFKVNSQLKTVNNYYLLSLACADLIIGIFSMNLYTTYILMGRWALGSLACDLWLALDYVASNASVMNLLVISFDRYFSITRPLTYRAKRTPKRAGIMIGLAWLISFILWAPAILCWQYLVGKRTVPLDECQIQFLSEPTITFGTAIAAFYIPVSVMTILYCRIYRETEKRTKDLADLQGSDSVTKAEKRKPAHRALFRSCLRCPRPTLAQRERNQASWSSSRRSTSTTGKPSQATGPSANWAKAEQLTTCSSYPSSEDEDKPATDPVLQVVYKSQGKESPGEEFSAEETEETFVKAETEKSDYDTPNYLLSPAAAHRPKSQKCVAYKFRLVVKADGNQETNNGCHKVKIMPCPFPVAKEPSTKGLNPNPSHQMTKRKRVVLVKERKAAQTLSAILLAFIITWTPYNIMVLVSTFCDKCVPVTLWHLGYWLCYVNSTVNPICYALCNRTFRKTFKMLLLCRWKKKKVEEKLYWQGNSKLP
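Assay system: CHO-K1 hM5 cells. Also added: acetylcholine at EC20 concentration, added after compound. Dosing: 3 µM, single dose. Times: compound preincubation 140 s before EC20 acetylcholine addition. Signal: Fluo-8 calcium fluorescence. Measure: % activation relative to EC20 and EC100 ACh responses. Repeats: singlicate, one well per test compound.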
CHRM5 agonist: agonists of human muscarinic M5 receptor (CHRM5); 360,000 compounds, 0.19% hits; P08912; CHO-K1 hM5 cells, Fluo-8 calcium fluorescence; 0% DMSO wells, 100% maximal acetylcholine response; activation, % at 3 µM;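 active = activation above the run's mean over test compounds plus 3 SD, cut at about 23% in these data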;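 note: signal is peak over basal fluorescence ratio across the kinetic read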
CRFBP-R2 agonist: CRF-BP/CRF-R2 complex agonism; HEK293 CRF-R2/CRF-BP, calcium dye fluorescence (FLIPR); percent of saturating CRF peptide response; activation, % at 13.2 µM; 350,000 compounds, 0.46% hits;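 active = activation of at least 50%, plus an integration ratio under a set limit after plate pattern correction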;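 note: plate controls were neutral control wells without compound for no effect and CRF at EC100 for full effect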
IDE inh: inhibitors of human insulin-degrading enzyme in cells. inhibition, % at 5.59 µM. AID 434962. HEK cells, FAbetaB cleavage, fluorescence polarization. P14735. 320,000 compounds, 0.41% hits;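 active = percent inhibition above the average of all tested compounds plus 3 SD, set per screening campaign, cut at about 16% in these data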;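 note: IDE supplied by intact live HEK cells; FP after avidin binding of uncleaved biotin substrate so inhibition keeps polarization high; 0% = DMSO wells and 100% = 60 µM reference IDE inhibitor Ii1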
M4 PAM: CHRM4 positive allosteric modulation; CHO-K1 hM4/Gqi5, Fluo-8 calcium fluorescence, ACh EC20; 0% = ACh EC20, 100% = maximal ACh; AID 624126; 360,000 compounds, 0.4% hits; activation, % at 3 µM; P08173;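 active = activation above its plate's cutoff, the mean activation of sample wells plus 3 SD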; note: some results filed as inactive read as strong as hits
Target sequence (P08173 whole entry, looked up): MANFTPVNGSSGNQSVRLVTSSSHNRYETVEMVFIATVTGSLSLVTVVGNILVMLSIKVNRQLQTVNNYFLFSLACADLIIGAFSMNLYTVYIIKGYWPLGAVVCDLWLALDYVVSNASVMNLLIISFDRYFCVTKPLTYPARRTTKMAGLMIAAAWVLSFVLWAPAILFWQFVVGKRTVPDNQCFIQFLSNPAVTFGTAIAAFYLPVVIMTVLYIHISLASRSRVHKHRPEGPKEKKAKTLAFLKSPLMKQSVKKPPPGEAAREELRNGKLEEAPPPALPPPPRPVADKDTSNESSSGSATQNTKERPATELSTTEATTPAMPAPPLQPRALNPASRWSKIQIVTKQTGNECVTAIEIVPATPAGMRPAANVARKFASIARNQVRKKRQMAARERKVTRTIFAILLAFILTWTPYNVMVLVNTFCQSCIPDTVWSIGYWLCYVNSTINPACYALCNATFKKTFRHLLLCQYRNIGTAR
CHRM5 antagonist: CHRM5 antagonism in calcium assay; P08912; CHO-hM5 cells, Fluo-8 calcium fluorescence, ACh EC80; inhibition, % at 3 µM; 360,000 compounds, 0.59% hits;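 active = inhibition above a per-plate cutoff, the mean of that plate's test compounds plus 3 SD, cut at about 27% in these data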;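 note: 0% = acetylcholine EC80 with DMSO and 100% = DMSO without agonist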
CRFBP-R2 block: CRF-BP/CRF-R2 complex antagonism | 350,000 compounds, 0.59% hits | inhibition, % at 11.8 µM | AID 588475 | HEK293 CRF-R2/CRF-BP, CRF-induced calcium fluorescence;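 active = inhibition of the ligand-induced calcium signal above about 50% at the single tested concentration, limit read from the data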
CHRM4 agonist: agonists of human muscarinic M4 receptor (CHRM4). P08173. CHO-K1 hM4/Gqi5, Fluo-8 calcium fluorescence; vehicle 0%, full acetylcholine response 100%. activation, % at 3 µM. 360,000 compounds, 0.14% hits;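 active = activation above the run mean over all test wells plus 3 SD, cut at about 32% in these data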;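 note: peak over basal fluorescence ratio per well then scaled between controls; 0% = DMSO wells and 100% = acetylcholine at EC100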
CHRM4 antagonist: CHRM4 antagonism in calcium assay | 360,000 compounds, 0.73% hits | CHO-hM4 cells, ACh EC80, Fluo-8 calcium fluorescence | inhibition, % at 3 µM | P08173;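 active = inhibition above its plate's cutoff, the mean inhibition of sample wells plus 3 SD, cut at about 27% in these data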;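 note: 0% = acetylcholine EC80 with DMSO and 100% = DMSO without agonist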
Numbers without * were called inactive; nt = not tested or not shown.

The first 3 compounds (preview)
SMILES | M5 PAM | CHRM5 agonist | CRFBP-R2 agonist | IDE inh | M4 PAM | CHRM5 antagonist | CRFBP-R2 block | CHRM4 agonist | CHRM4 antagonist
Cc1ccc(C(=O)NC(=S)NNC(=O)CC#N)cc1 | -4 | -3 | 1.6 | 3 | 10 | 7 | -12 | 0 | 3
COc1ccc(NC(=O)CN(C)C(=O)Cn2c(=O)oc3ccccc32)cc1 | -1 | -1 | -0.6 | -5 | 6 | 7 | 1 | 2 | -8
CC(=O)NCCOc1ccc(C(=O)O)cc1 | 2 | 0 | -0.7 | 5 | 4 | -4 | 9 | 1 | -2

This part in full, previewed entries included:
SMILES | M5 PAM | CHRM5 agonist | CRFBP-R2 agonist | IDE inh | M4 PAM | CHRM5 antagonist | CRFBP-R2 block | CHRM4 agonist | CHRM4 antagonist
Cc1ccc(C(=O)NC(=S)NNC(=O)CC#N)cc1 | -4 | -3 | 1.6 | 3 | 10 | 7 | -12 | 0 | 3
COc1ccc(NC(=O)CN(C)C(=O)Cn2c(=O)oc3ccccc32)cc1 | -1 | -1 | -0.6 | -5 | 6 | 7 | 1 | 2 | -8
CC(=O)NCCOc1ccc(C(=O)O)cc1 | 2 | 0 | -0.7 | 5 | 4 | -4 | 9 | 1 | -2
Cc1ccc(Cn2ncn3c(cc4ccccc43)c2=O)cc1 | 3 | -2 | -1.1 | -1 | 0 | -5 | 19 | -3 | 4
COc1ccccc1CCN1CCCC(CN(C)C(=O)c2ccco2)C1 (stereo unspecified) | -5 | -10 | 2.4 | -9 | -10 | 9 | -10 | -1 | 9
O=C(CSc1nncn1-c1ccccc1)Nc1ccc(N2CCOCC2)cc1 | -3 | 0 | -1.6 | 4 | 2 | -8 | 13 | 0 | -8
COC(=O)c1cc(NC(=O)c2ccccc2)c(=O)oc1C | 10 | 0 | 2.5 | -1 | 11 | 13 | 4 | 2 | 10
Oc1ccc(-c2cc(-c3ccc(O)cc3)nc(-c3ccccc3)n2)cc1 | -7 | -1 | 2.4 | -4 | 34* | 17 | -5 | 6 | 23
COC(=O)c1c(C)[nH]c(C=Nc2ccc(OC)cc2)c1C | -1 | -3 | -0.2 | 4 | -2 | 10 | -1 | 4 | -5
O=C(CCN1C(=O)C2C3C=CC(C3)C2C1=O)Nc1ccc2c(c1)OCO2 (stereo unspecified) | 3 | 0 | 3.1 | 6 | -11 | -8 | 5 | 1 | -8
CCCS(=O)(=O)N1CCCC(C(=O)N2CCC(Cc3ccccc3)CC2)C1 (stereo unspecified) | -10 | -3 | -0.1 | 9 | 1 | 4 | 14 | 6 | -3
CC1CCN(C(=O)CSc2nc3c(cnn3-c3ccccc3)c(=O)[nH]2)CC1 | -3 | 2 | -0.5 | 0 | 8 | -3 | 1 | 1 | -2
O=C(COC(=O)c1ccccc1O)NC1CCCc2ccccc21 (stereo unspecified) | 3 | 0 | -0.6 | -5 | 2 | 3 | 7 | 1 | 0
CC1(C)Cc2c(C#N)c(N)sc(=S)c2CS1 | -6 | -1 | 7.9 | 4 | -2 | 0 | 11 | 2 | 3
CCOc1ccc(C(O)c2nccn2C)cc1 (stereo unspecified) | 14 | -8 | 1.4 | 0 | 10 | -8 | 8 | 0 | -4
Cc1ccc(-n2c(-c3ccncc3)n[nH]c2=S)c(C)c1 | -1 | -1 | -1.3 | -7 | 1 | -3 | 8 | 0 | 1
CCn1c(C)cc(/C=C2\SC(=O)N(CC(=O)Nc3ccc(C)c(C)c3)C2=O)c1C | 5 | 1 | 4.2 | 10 | -3 | 2 | -13 | 5 | -4
O=C1NC(=S)N/C1=C\C=C\c1ccccc1 | 1 | -3 | -6.8 | 3 | 2 | -9 | 14 | 0 | -14
CN(C)c1ccc(/C=C2\SC(=O)N(CCc3nnc(N)s3)C2=O)cc1 | -10 | 10 | 33 | 30* | -14 | 20 | -40 | 12 | 12
CC1CCCCN1C(=O)CN1CCC(c2nc3ccc(Cl)cc3[nH]2)CC1 (stereo unspecified) | 7 | -4 | -1.7 | -2 | 0 | 2 | 11 | 1 | 6

Seven compounds out of the list, sorted by count of non-hydrogen atoms, lowest first:
SMILES | M5 PAM | CHRM5 agonist | CRFBP-R2 agonist | IDE inh | M4 PAM | CHRM5 antagonist | CRFBP-R2 block | CHRM4 agonist | CHRM4 antagonist
CC(=O)NCCOc1ccc(C(=O)O)cc1 | 2 | 0 | -0.7 | 5 | 4 | -4 | 9 | 1 | -2
CCOc1ccc(C(O)c2nccn2C)cc1 (stereo unspecified) | 14 | -8 | 1.4 | 0 | 10 | -8 | 8 | 0 | -4
Cc1ccc(C(=O)NC(=S)NNC(=O)CC#N)cc1 | -4 | -3 | 1.6 | 3 | 10 | 7 | -12 | 0 | 3
Cc1ccc(-n2c(-c3ccncc3)n[nH]c2=S)c(C)c1 | -1 | -1 | -1.3 | -7 | 1 | -3 | 8 | 0 | 1
CN(C)c1ccc(/C=C2\SC(=O)N(CCc3nnc(N)s3)C2=O)cc1 | -10 | 10 | 33 | 30* | -14 | 20 | -40 | 12 | 12
CC1CCCCN1C(=O)CN1CCC(c2nc3ccc(Cl)cc3[nH]2)CC1 (stereo unspecified) | 7 | -4 | -1.7 | -2 | 0 | 2 | 11 | 1 | 6
COc1ccc(NC(=O)CN(C)C(=O)Cn2c(=O)oc3ccccc32)cc1 | -1 | -1 | -0.6 | -5 | 6 | 7 | 1 | 2 | -8

Other results follow:
SMILES | M5 PAM | CHRM5 agonist | CRFBP-R2 agonist | IDE inh | M4 PAM | CHRM5 antagonist | CRFBP-R2 block | CHRM4 agonist | CHRM4 antagonist
Cn1cc(/C=N/NC(N)=S)c2ccccc21 | 4 | 0 | -0.6 | 2 | 7 | -4 | -1 | 2 | 3
CSc1nnc2c(n1)OC(C)N(C(=O)c1ccccc1)c1ccccc1-2 (stereo unspecified) | -1 | 0 | -2.2 | 2 | 9 | 5 | 0 | 2 | -7
O=C(O)c1ccc(COc2ccccc2/C=C2/NC(=O)N(c3cccc(Cl)c3)C2=O)cc1 | 4 | 2 | -2.6 | 0 | 9 | 0 | 0 | 1 | -3
O=C(Nc1ccc(N2CCCC2)cc1)c1ccc(Br)cc1 | 3 | -1 | -0.6 | 1 | -11 | 1 | -1 | 0 | 5
CC[C@@]1(O)C(=O)OCc2c1cc1n(c2=O)Cc2cc3c(CN(C)C)c(O)ccc3nc2-1 | 3 | 0 | 231* | -3 | -6 | -4 | -242 | 3 | 22
O=C(O)CCN1C(=O)CC2(CCCCC2)C1=O | -5 | -2 | 1.2 | 0 | -3 | 8 | 21 | 1 | 2
CSc1nc2c(c(=O)[nH]1)C(c1ccccc1Cl)CC(=O)N2 (stereo unspecified) | 0 | 0 | -0.4 | 0 | -1 | 7 | 7 | 0 | 0
CCOC(=O)C1=CCC(c2ccc(C#N)cc2)N(S(=O)(=O)c2ccc(C)cc2)C1 (stereo unspecified) | -10 | -3 | nt | nt | -6 | 8 | nt | 0 | 1
COc1ccc(NS(=O)(=O)c2ccc(N/N=C(\C)c3ccncc3)c([N+](=O)[O-])c2)cc1 | -5 | 2 | 0.5 | 8 | -3 | 6 | -1 | 5 | 2
COc1ccc(S(=O)(=O)N(CC(=O)NC2CC2)Cc2ccccc2)cc1 | 1 | -3 | -0.7 | 4 | -7 | 3 | 5 | 2 | 19
O=C(CSc1nnnn1-c1ccccc1)Nc1nsc(-c2ccccc2)n1 | -1 | 2 | 2.0 | 0 | 5 | -9 | -25 | 0 | -4
Cc1ccc(C(=O)CCC(=O)NC2CCCC(C)C2C)cc1 (stereo unspecified) | -5 | -4 | 2.3 | 4 | 0 | 6 | 7 | 0 | -7
Cc1cc(C)c2c(=O)n3c(nc2c1)C(CC(C)C)NC(=O)c1cc2ccccc2cc1-3 (stereo unspecified) | 3 | 0 | 5.2 | nt | 11 | -1 | -26 | 0 | -23
COc1cc(CNCC(C)C)c(Br)cc1OCC(=O)NCc1ccccc1 | 0 | -2 | 4.2 | -2 | -6 | -3 | -7 | 1 | 9
CC(C)CC(=O)Nc1nnc(SCC(=O)NCc2ccc3c(c2)OCO3)s1 | 5 | -1 | -0.1 | 2 | 5 | 7 | 5 | 1 | 0
C[C@H](NC(=O)CCCn1nnc2ccccc2c1=O)C(=O)O | 4 | 1 | 0.2 | -6 | 9 | 7 | 18 | 5 | -8
O=C(CN1CCN(c2ncc(C(F)(F)F)cc2Cl)CC1)N1CCN(c2ncc(C(F)(F)F)cc2Cl)CC1 | 3 | -1 | 4.2 | 2 | -4 | -8 | -11 | 2 | 14
CCCCn1c(N)c(N(CC)C(=O)CCc2ccccc2)c(=O)[nH]c1=O | 5 | 1 | -2.6 | -2 | 12 | 3 | -3 | 0 | 10
CC(C)Cc1ccc(/C(=N/O)C(=O)O)s1 | -4 | -1 | 0.3 | 4 | -3 | 14 | 1 | 0 | 8
O=C(CN1CCN(S(=O)(=O)c2ccc(F)c(Cl)c2)CC1)N1CCOCC1 | 4 | 0 | -1.3 | 2 | 8 | -7 | 1 | 0 | -20
Cc1cc(C)n(/N=C/c2cc(Cl)cc(Cl)c2O)c(=O)c1 | -2 | 1 | 19 | 8 | -2 | -1 | -8 | 1 | -3
CC1=CCC2C(=O)N(c3cccc(C(=O)N(C)C4CCCCC4)c3)C(=O)C2C1 (stereo unspecified) | -2 | -2 | 0.7 | 5 | 15 | -5 | -12 | 1 | 6
O=C(CSCc1c(Cl)cccc1Cl)NCc1ccccn1 | 0 | -5 | -3.3 | -3 | -2 | 6 | 13 | 0 | -13
COc1cc(/C=C/CNC[C@H]2O[C@@H](n3ccc(N)nc3=O)[C@H](O)[C@@H]2O)ccc1O | 3 | 0 | -0.9 | nt | 4 | -1 | -12 | 0 | -2
CCn1c(C(=O)NCCCc2ccccc2)cc2sccc21 | -2 | -5 | 0.5 | 1 | 10 | 2 | 2 | -1 | -13
C/C(=N/OC(=O)C1CC12CCC2)c1ccc(Br)cc1 (stereo unspecified) | -2 | -2 | 0.1 | -2 | 3 | -1 | -5 | -2 | -1
CCOc1ccc(-n2c(=O)c3c4c(sc3n(CC(=O)NCCCOC)c2=O)CCCCC4)cc1 | 2 | -1 | 1.0 | 3 | 2 | 2 | -9 | 1 | -10
Cc1ccc(-c2csc3ncn(-n4c(C)ccc4C)c(=O)c23)o1 | -2 | 0 | -0.3 | 1 | -4 | 0 | 5 | 0 | -9
CCc1cc(Br)ccc1NC(=O)C1CCCO1 (stereo unspecified) | -5 | -4 | -0.5 | 4 | 6 | 5 | 6 | 0 | 2
Cc1ccc(C)c(NC(=O)COC(=O)CCNC(=O)c2ccco2)c1 | -3 | 2 | -1.9 | -1 | -1 | 4 | 17 | 0 | -5
Cn1cccc1C(=O)NNC(=O)COc1ccccc1Cl | -5 | 3 | 0.1 | -3 | 5 | 2 | 3 | 1 | 1
O=C(COC(=O)C1=Cc2ccccc2OC1)NCc1ccccc1 | -1 | -3 | -0.5 | 2 | 2 | 4 | 13 | 3 | 3
CC(=O)c1cccc(NC(=O)N2CC(C)OC(C)C2)c1 (stereo unspecified) | 3 | -2 | 2.8 | -6 | 0 | 7 | -5 | 1 | -4
